Screening data deposited in PubChem by several laboratories.
Ba/F3 V617F tox: reduced viability of JAK2V617F-dependent Ba/F3 cells, primary screen, JAK2V617F inhibitor project, cell-based, Ba/F3 EpoR-JAK2V617F, luminescence. ATP luminescence. inhibition, % at 5.6 µM. 220,000 tested, 1.1% active;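 active = inhibition above the campaign mean plus 3 SD over all tested compounds, cut at about 24% in these data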;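 note: cytokine-independent growth of Ba/F3 cells driven by EpoR plus mutant JAK2; 0% = DMSO-treated cells and 100% = JAK inhibitor I control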
BaF3 parental: parental Ba/F3 cell viability inhibition, counter-screen for JAK2V617F inhibitor project, murine pro-B, CellTiter-Glo luminescence; inhibition, % at 5.6 µM; 220,000 tested, 1.1% active; CellTiter-Glo ATP luminescence; AID 1486, 2009;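 active = inhibition above a per-campaign cutoff, the mean inhibition of all tested compounds plus 3 SD, cut at about 27% in these data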;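 note: 0% = DMSO wells and 100% = JAK Inhibitor I control wells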
p97 ATPase inh: inhibitors of human p97 ATPase, primary screen, biochemical | recombinant p97 ATPase, Kinase-Glo ATP luminescence, 3 h | Transitional endoplasmic reticulum ATPase (Homo sapiens), P55072 | inhibition, % at 8 µM | 220,000 tested, 0.42% active | AID 1481, 2009; in the data active = inhibition above about 15%;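 note: 0% = DMSO vehicle and 100% = wells lacking enzyme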
PGE2 EP2 inh: human EP2 receptor antagonists, primary screen, TR-FRET cAMP, C6 glioma cells; 260,000 tested, 0.52% active; AID 1422, 2008; inhibition, % at 25 µM; C6 glioma cells expressing human EP2; cells stimulated with saturating PGE2; Prostaglandin E2 receptor EP2 subtype (Homo sapiens), P43116;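 active = percent inhibition above 40 after rounding to a whole number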;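 note: rat C6 glioma host cells with rolipram phosphodiesterase inhibitor present; the protocol text gives 20 µM as final concentration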
Target sequence (P43116 whole entry, looked up): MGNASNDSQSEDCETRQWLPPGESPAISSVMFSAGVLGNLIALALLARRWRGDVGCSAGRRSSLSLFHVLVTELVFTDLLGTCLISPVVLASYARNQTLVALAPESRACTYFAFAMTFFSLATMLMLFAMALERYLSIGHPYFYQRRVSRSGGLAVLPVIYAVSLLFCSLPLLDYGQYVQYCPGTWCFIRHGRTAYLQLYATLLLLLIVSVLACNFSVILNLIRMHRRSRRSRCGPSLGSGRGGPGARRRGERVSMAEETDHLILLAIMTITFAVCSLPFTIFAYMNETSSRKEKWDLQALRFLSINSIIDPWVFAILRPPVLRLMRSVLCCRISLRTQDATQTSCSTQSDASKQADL
Furin inhibitor: human furin inhibitors, primary screen, biochemical, fluorescence intensity | inhibition, % at 30 µM | purified furin, fluorogenic substrate cleavage | P09958 | 220,000 tested, 0.061% active; in the data active = inhibition above about 25%; note: inactives centre near -15
Target sequence (P09958 108-714 limits assumed): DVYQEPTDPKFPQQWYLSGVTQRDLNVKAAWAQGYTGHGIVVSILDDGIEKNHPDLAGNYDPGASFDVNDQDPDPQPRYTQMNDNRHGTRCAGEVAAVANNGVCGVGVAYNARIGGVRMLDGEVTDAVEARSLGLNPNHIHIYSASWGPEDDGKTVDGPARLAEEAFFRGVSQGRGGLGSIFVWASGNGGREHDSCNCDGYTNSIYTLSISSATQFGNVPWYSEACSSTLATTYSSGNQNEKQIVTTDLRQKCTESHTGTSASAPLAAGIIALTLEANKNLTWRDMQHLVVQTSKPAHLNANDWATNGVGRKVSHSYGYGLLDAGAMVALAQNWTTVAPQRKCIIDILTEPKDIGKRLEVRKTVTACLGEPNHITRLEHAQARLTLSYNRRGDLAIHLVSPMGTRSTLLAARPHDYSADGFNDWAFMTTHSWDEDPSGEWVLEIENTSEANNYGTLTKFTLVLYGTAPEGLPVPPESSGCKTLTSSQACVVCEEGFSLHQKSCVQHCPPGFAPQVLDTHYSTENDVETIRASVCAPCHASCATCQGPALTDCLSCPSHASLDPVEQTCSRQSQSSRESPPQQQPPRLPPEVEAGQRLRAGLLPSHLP
PPC-1+TRAIL kill: compounds killing PPC-1 cancer cells with TRAIL present, primary screen, TRAIL potentiator project, ATPLite luminescence, uHTS. cell killing (% activity), % at 4 µM. PPC-1 cells + TRAIL, ATPLite viability luminescence. 220,000 tested, 0.41% active;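 active = cell killing above 50% in the first pass at 4 µM, then a duplicate retest at 5 µM averaging 50% or more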;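 note: plate controls were cells with TRAIL plus DMSO for no effect and medium-only wells lacking cells for full effect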
RBBP9 inhibitor: human RBBP9 inhibitors, primary screen, biochemical, fluorescence polarization, FP-Rh probe, HTS | recombinant RBBP9 | inhibition, % at 7.94 µM | 220,000 tested, 0.2% active;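 active = inhibition above the campaign mean of all tested compounds plus 3 SD, cut at about 14% in these data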;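 note: plate controls were DMSO wells with RBBP9 for no effect and wells lacking RBBP9 protein for full effect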
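Measured by – fluorescence polarization · Test system – RBBP9 protein · Input – 2.5 µM RBBP9 dispensing solution, before mixing · Measure – percent inhibition from mP, scaled between DMSO and no-protein wells · Benchmarks – DMSO-treated enzyme wells and wells lacking RBBP9 · Times – preincubation 30 min plus labeling 45 min at 25 °C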
Tb hexokinase: Trypanosoma brucei hexokinase 1 inhibitors, primary screen, biochemical, G6PDH-coupled NADH absorbance, MLSCN library; recombinant TbHK1, G6PDH-coupled NADH A340; 220,000 tested, 0.11% active; inhibition, % at 10 µM; hexokinase 1 [Trypanosoma brucei];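 active = inhibition of 50% or more in the single-dose primary screen; inactive = inhibition below 50%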
NCF1 inh: p47phox/p22phox peptide binding inhibitors, primary screen, biochemical, uHTS, NADPH oxidase regulatory subunit. Neutrophil cytosol factor 1 (Homo sapiens), P14598. fluorescence polarization, 2 h. inhibition, % at 24.7 µM. 220,000 tested, 0.53% active. AID 1274, 2008;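 active = inhibition above about 30%, limit read from the data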;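 note: 0% = p47phox with labelled peptide and 100% = labelled peptide alone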
Numbers without * were called inactive; . = no result given; & = joins results of further samples; [ ] = remark or other dose.

item	Molecule	Ba/F3 V617F tox	BaF3 parental	p97 ATPase inh	PGE2 EP2 inh	Furin inhibitor
1	CC1(C)CC2CC(C)(CN2C(=S)Nc2ccccc2F)C1 (stereo unspecified)	1	9	1	7	-23
2	O=C(Nc1nnc(C2=COCCO2)o1)c1ccc(S(=O)(=O)N2CCCCC2)cc1	-4	6	2	5	-16
3	O=C(COc1cccc(NC(=O)c2ccccc2)c1)c1ccccc1	-5	3	7	2	-10
4	Cc1ccccc1-n1nnnc1SCc1cc(=O)n2ccsc2n1	3	5	1	1	-37
5	Cc1ccc(Nc2nc(C(=O)NCCCN3CCOCC3)cs2)cc1	-2	1	-2	4	-13
6	CNC(=O)c1ccc(-n2cccn2)nc1	6	10	-5	4	-13
7	COc1ccc(NC(=O)Cc2c(SC)c3ccccc3n2Cc2ccccc2)cc1	3	10	-4	4	-12
8	COC(=O)c1sccc1NC(=S)Nc1cc(C)cc(C)c1	1	6	0	3	-20
9	O=C(O)[C@H]1CCC(=O)N1Cc1ccco1	-5	3	7	13	-15[20 µM]
10	Oc1ccc(N=Cc2ccc(-c3cccs3)s2)cc1	0	7	11	14	-66
11	CN(CC(N)=O)S(=O)(=O)c1ccc(F)cc1	1	4	0	3	-3[20 µM]
12	Cc1ccsc1/C=N/NC(=O)Cc1cccn1C	1	2	11	8	2

item	PPC-1+TRAIL kill	RBBP9 inhibitor	Tb hexokinase	NCF1 inh
1	10	-9	0	-1
2	-3	0	-16	-11
3	-8	-5	1	-9
4	23	-11	-1	-5
5	9	-1	-11	-15
6	2	1	8	4
7	19	-4	-8	9
8	0	2	-14	-21
9	7	-2	-5	5
10	4	1	-11	-3
11	-4	0	-4	-25
12	1	0	-12	-8

Later entries
item	Molecule	Ba/F3 V617F tox	BaF3 parental	p97 ATPase inh	PGE2 EP2 inh	Furin inhibitor
13	O=C(O)c1cc(S(=O)(=O)O)ccc1O	-3	-2	2	13	-10
14	Cc1ccc(C(=O)Nc2ccc(N3CCCC3)cc2)c(C)c1	1	8	-1	4	-23
15	COc1ccc(NC(=S)Nc2ccccc2Cl)cn1	4	10	3	5	-17
16	Cc1cc(C)n(C(=O)COc2ccccc2[N+](=O)[O-])n1	-2	1	6	6	-20
17	Cc1ccc(C(=O)NCCn2cc(SCC(=O)Nc3nnc(C)s3)c3ccccc32)cc1	-3	5	5	10	-17
18	Cc1cs/c(=N\N=C\c2ccc(O)cc2)n1Cc1ccco1	1	6	2	14	-8
19	CCn1c(/C=N/c2nc3ccccc3n2C)nc2ccccc21	0	5	4	6	-5[20 µM]
20	CC(NC(=O)CSc1nc2sc3c(c2c(=O)n1-c1ccccc1)CCCC3)c1ccccc1 (stereo unspecified)	-3	2	1	5	0[20 µM]
21	CC(C)OC(=O)n1c(=S)oc2ccccc21	2	4	9	-1	-8[20 µM]
22	O=C(O)c1ccc(S(=O)(=O)c2ccc3c(c2)C(=O)N(NC(=O)c2cccnc2)C3=O)cc1	2	-3	-4	8	-9
23	CCO[C@H]1OC(C(=O)N2CCCCCCC2)=C[C@@H](C2CCCCC2)[C@@H]1CCCO	4	1	-5	18	1
24	CC1=Nc2cccc3cccc(c23)N1C	-1	4	2	9	-14

item	PPC-1+TRAIL kill	RBBP9 inhibitor	Tb hexokinase	NCF1 inh
13	4	-3	-1	-7
14	21	-6	-10	-19
15	12	-4	1	-2
16	19	9	-14	-9
17	4	2	10	-2
18	3	-4	-14	-7
19	-4	0	-6	-9
20	14	10	-3	10
21	16	7	6	5
22	-6	-9	1	5
23	9	-11	-3	.
24	4	2	12	7

Results in sequence from the list.
Entries 2 to 8 in BaF3 parental read 6, 3, 5, 1, 10, 10, 6
Entries 2 to 8 in PPC-1+TRAIL kill read -3, -8, 23, 9, 2, 19, 0

Three of the entries above in order of their number in p97 ATPase inh, falling:
nr | SMILES | p97 ATPase inh | Furin inhibitor | RBBP9 inhibitor | Tb hexokinase | NCF1 inh
9 | O=C(O)[C@H]1CCC(=O)N1Cc1ccco1 | 7 | -15[20 µM] | -2 | -5 | 5
18 | Cc1cs/c(=N\N=C\c2ccc(O)cc2)n1Cc1ccco1 | 2 | -8 | -4 | -14 | -7
4 | Cc1ccccc1-n1nnnc1SCc1cc(=O)n2ccsc2n1 | 1 | -37 | -11 | -1 | -5

Other records follow.
item	Molecule	Ba/F3 V617F tox	BaF3 parental	p97 ATPase inh	PGE2 EP2 inh	Furin inhibitor
25	C(#Cc1ccccc1)C[N+]1(CC#Cc2cccc3ccccc23)CCCC1	97*	81*	1	6	-5
26	Clc1ccc(CSc2ncn[nH]2)cc1	1	-2	3	15	-25
27	N#CC1=C(S)N(c2ccc(F)cc2)C2(CCCCC2)NC1=O	-1	3	0	6	-20
28	CN(CCCNC(=O)c1ccc(/C=N/O)nc1)CCCN(C)Cc1ccccc1	4	1	-2	4	-15[20 µM]
29	O=C(NCCCN1CCOCC1)[C@@H]1CSC2c3ccccc3C(=O)N21 (stereo partly specified)	-3	-2	-1	8	-12
30	Cc1cc(C)c(S(=O)(=O)N2CCN(CCO)CC2)c(C)c1	-3	3	3	2	-24
31	O=C(CCSCCc1ccccn1)Nc1ccc(Br)cn1	-1	3	0	10	-10[20 µM]
32	CCC(=O)OC1c2ccccc2C(=O)N1Cc1ccccc1 (stereo unspecified)	-4	0	11	3	-13
33	CCOc1ccc(NC(=O)Cn2nnc3c(cnn3-c3ccc(F)cc3)c2=O)cc1	4	9	-8	22&7	-26
34	Nc1cc(=O)[nH]c(SCc2nnnn2-c2ccc(Cl)cc2)n1	1	3	2	7	-19
35	Cc1c(C(=O)N2CCCCC2)oc2ccc(S(=O)(=O)N3CC(C)CC(C)C3)cc12 (stereo unspecified)	1	11	-5	12	-11
36	Cc1occc1C(=O)Nc1ccccc1NC(=O)c1ccoc1C	-5	-3	5	9	-18[20 µM]

item	PPC-1+TRAIL kill	RBBP9 inhibitor	Tb hexokinase	NCF1 inh
25	20	-5	13	-22
26	12	-7	-1	-7
27	-9	-10	-7	-11
28	18	1	3	-12
29	18	5	-3	-12
30	-1	-3	-4	-2
31	6	-9	2	-17
32	-2	0	0	-3
33	11	-10	5	-7
34	-8	-5	2	-8
35	-9	-5	-3	-5
36	.	-6	2	.

Excerpt: nos. 1 to 2
item	Molecule	Ba/F3 V617F tox	BaF3 parental	p97 ATPase inh	PGE2 EP2 inh	Furin inhibitor
1	CC1(C)CC2CC(C)(CN2C(=S)Nc2ccccc2F)C1 (stereo unspecified)	1	9	1	7	-23
2	O=C(Nc1nnc(C2=COCCO2)o1)c1ccc(S(=O)(=O)N2CCCCC2)cc1	-4	6	2	5	-16

item	PPC-1+TRAIL kill	RBBP9 inhibitor	Tb hexokinase	NCF1 inh
1	10	-9	0	-1
2	-3	0	-16	-11

(listing goes on)
item	Molecule	Ba/F3 V617F tox	BaF3 parental	p97 ATPase inh	PGE2 EP2 inh	Furin inhibitor
37	CCOc1cc(/C=C(\C#N)c2nc(-c3cccs3)c(NC(C)=O)s2)ccc1O	3	4	4	26	-15
38	CCOC(=O)c1nnn(-c2nonc2N)c1-c1ccc(OC)cc1	-3	-1	0	6	-12
39	COc1ccc(CCC(=O)N2CCN(S(=O)(=O)c3ccc4ccccc4c3)CC2)cc1	0	4	-5	5	-17[20 µM]
40	Cc1c(O)ccc(C(=O)COc2ccc(F)cc2)c1O	-2	4	1	12	-8[20 µM]
41	CC(C)Cc1cc(C(=O)Nc2cccc(O)c2)no1	-2	1	2	10	-11
42	CCn1c(SCC(=O)N2CCN(c3ccccc3)CC2)nnc1-c1ccncc1	-6	-1	3	9	-21[20 µM]
43	Cc1ccccc1Nc1nc(N)nc(CSc2nncn2C)n1	-2	-2	4	4	-20
44	Cc1cccc(NC(=S)Nc2ccc3cn[nH]c3c2)c1	0	6	4	4	-1
45	CCOc1ncccc1C(=O)OCC(=O)Nc1ccc(S(=O)(=O)N2CCOCC2)cc1	-2	0	3	8	-12
46	Cc1nc2nc(-c3ccccc3)[nH]n2c(=O)c1Cc1ccccc1	-2	6	2	4	-20[20 µM]
47	Cc1nc(C(=O)NC2CCOCC2)sc1C1(C)CC(c2cccc([N+](=O)[O-])c2)=NO1 (stereo unspecified)	.	.	.	9	-27
48	CCOc1ccc(N=Cc2c(O)cc(C)oc2=O)cc1	0	3	-1	11	-14

item	PPC-1+TRAIL kill	RBBP9 inhibitor	Tb hexokinase	NCF1 inh
37	18	4	-5	-40
38	5	9	-2	-2
39	11	-4	-13	-15
40	8	-3	-13	-8
41	63*[5 µM]	7	-3	1
42	28	-1	-4	-6
43	7	1	-5	-9
44	25	-12	-5	-12
45	-2	-4	4	-12
46	20	1	-2	-2
47	-3	.	-13	-9
48	13	-3	-25	-10

Further results follow.
item	Molecule	Ba/F3 V617F tox	BaF3 parental	p97 ATPase inh	PGE2 EP2 inh	Furin inhibitor
49	O=C(NC(Cc1c[nH]c2ccccc12)C(=O)O)/C(=C/c1ccc2c(c1)OCO2)NC(=O)c1ccccc1 (stereo unspecified)	3	-1	-2	4	-11
50	c1ccc(CNc2nc3ccccc3[nH]2)cc1	0	2	1	1	-18
51	CCC1(c2ccc(F)cc2)NC(=O)N(CC(=O)Nc2ccc(S(N)(=O)=O)cc2)C1=O (stereo unspecified)	-2	4	5	1	-13
52	O=C(c1cc(Cl)c(=O)n(Cc2ccccc2)c1)N1CCOCC1	1	6	-2	6	-11[20 µM]
53	FC(F)Oc1ccc(NC(=S)NNc2ccnc3cc(Cl)ccc23)cc1	0	6	6	5	-17
54	CC1CCN(c2c(NCC3CCC(C(=O)NCCCc4ccccc4)CC3)c(=O)c2=O)CC1 (stereo unspecified)	-1	-9	1	3	-28
55	Cc1cc(Nc2c(C)n(C)n(-c3ccccc3)c2=O)n2c(nc3cc(F)c(F)cc32)c1C#N	-3	2	3	7	-34
56	O=C(NC(CC(=O)N1CCN(c2ccc([N+](=O)[O-])cc2)CC1)c1ccccc1)c1ccccc1Cl (stereo unspecified)	-2	7	9	10	-5
57	Nn1c(SCc2ccc(Br)cc2)nnc1-c1ccccn1	0	4	1	11	-24
58	COc1ccccc1NC(=S)NCc1cccnc1	1	2	1	11	-11
59	CC(C)(C)n1cnc2cc(NS(=O)(=O)c3ccccc3)ccc21	-3	0	2	9	-15[20 µM]
60	CN(C)/C=C(\C=O)c1cccc(Cl)c1	0	3	4	-2	-16
61	COc1ccc(CC(=O)Nc2ccc(C(C)=O)cc2)cc1	-10	-1	5	9	-5
62	Cc1cc2nccc(-c3ccncc3)n2n1	-3	-4	5	3	-2
63	CCCN(CCC)c1nc(Cl)nc(NCc2ccco2)n1	1	7	-2	5	-2[20 µM]

item	PPC-1+TRAIL kill	RBBP9 inhibitor	Tb hexokinase	NCF1 inh
49	18	-1	-10	-7
50	45	-9	5	1
51	21	3	-5	-1
52	-9	-6	-1	-9
53	-2	-2	-2	-6
54	10	5	-10	-6
55	-5	-9	-7	-8
56	3	-7	29	-13
57	7	0	1	-5
58	21	-4	25	3
59	-6	-5	1	-7
60	0	0	0	2
61	.	-5	-3	-15
62	6	-1	-12	6
63	-5	0	7	-13

A portion of the library, so the mix of outcomes need not match the whole.
